Compound activity as filed in PubChem BioAssay.
VIM-2 inh = inhibitors of Pseudomonas aeruginosa VIM-2 metallo-beta-lactamase; purified VIM-2, nitrocefin hydrolysis, epi-absorbance fluorescence; 290,000 tested, 0.89% active; AID 1527; inhibition, % at 5.6 µM;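 active = inhibition above the mean of all tested compounds plus 3 SD, cutoff set per screening run, cut at about 7.5% in these data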;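 note: red hydrolysis product quenches plate fluorescence so inhibitors raise well fluorescence; 0% = enzyme with DMSO and 100% = DMSO without enzyme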
MEKK3 PB1 HTS = modulators (inhibitors or enhancers) of MEK5 binding to human MEKK3 PB1 domain; bead-based flow cytometry, Alexa488-MEK5 binding to MEKK3; actives lie on both sides; 0 = blocked by unlabeled MEK5, 100 = vehicle; binding response (% of control), % at 10 µM; 290,000 tested, 1.4% active;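 active = binding response more than 3 SD above or below the average of its plate-row segment, actives on both sides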;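 note: Alexa488 bead fluorescence after subtracting the streptavidin-only scavenger bead signal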
Target sequence (Q99759 whole entry, looked up, the tested form may be a part): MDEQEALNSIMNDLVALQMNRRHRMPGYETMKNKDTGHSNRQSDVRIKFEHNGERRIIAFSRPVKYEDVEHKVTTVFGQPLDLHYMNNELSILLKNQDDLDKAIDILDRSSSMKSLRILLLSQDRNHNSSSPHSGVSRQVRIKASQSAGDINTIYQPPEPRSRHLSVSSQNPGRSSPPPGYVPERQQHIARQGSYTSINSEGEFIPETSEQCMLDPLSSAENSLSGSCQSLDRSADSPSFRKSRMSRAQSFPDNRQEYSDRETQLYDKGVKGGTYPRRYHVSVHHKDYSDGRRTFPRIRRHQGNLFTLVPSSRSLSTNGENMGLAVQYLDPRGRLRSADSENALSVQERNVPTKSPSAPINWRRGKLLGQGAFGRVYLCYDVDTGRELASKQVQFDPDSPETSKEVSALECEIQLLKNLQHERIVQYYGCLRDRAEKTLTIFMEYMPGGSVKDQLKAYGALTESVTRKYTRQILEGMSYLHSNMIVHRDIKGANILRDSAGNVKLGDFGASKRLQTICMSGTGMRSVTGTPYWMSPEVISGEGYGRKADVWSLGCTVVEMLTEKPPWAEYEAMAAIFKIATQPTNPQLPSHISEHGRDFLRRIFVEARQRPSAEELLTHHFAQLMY
IDE cell activ = activators of human insulin-degrading enzyme in cells; 340,000 tested, 0.073% active; activation, % at 5.96 µM; P14735; HEK cells, FAbeta-B cleavage, fluorescence polarization; 0% vehicle, 100% cell-free pure enzyme wells; AID 493087;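 active = activation above the mean of all tested compounds plus 3 SD, set per screening campaign, cut at about 17% in these data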
HCV NS3 hel inh = HCV NS3 helicase inhibition; AID 1800; NS3 helicase DNA unwinding, Cy5 molecular beacon fluorescence; inhibition, % at 10.9 µM; 290,000 tested, 0.56% active;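 active = inhibition above the mean of all tested compounds plus 3 SD, set per campaign, cut at about 35% in these data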;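 note: 0% = DMSO wells and 100% = thioflavine S control wells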
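System: Hepatitis C virus NS3 helicase domain fragment enzyme | Reagent: Annealed dual-labelled DNA beacon duplex, ATP-started | Compound dosing: 10.9 µM single point, 0.8% DMSO | Incubation: 1 h reaction at 25 °C, ATP-initiated | Technique: Cy5 fluorescence | Evaluation: Percent inhibition from t60/t0 fluorescence ratio | Benchmarks: Low DMSO, high thioflavine S at 110 µM | Replication: Singlicate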
SUMO HTRF inh = inhibitors of human SUMOylation (UBC9); AID 2006; HTRF SUMOylation assay, SAE1/SAE2 + UBC9, in vitro; P63279; inhibition, % at 35 µM; 290,000 tested, 0.36% active; in the data active = inhibition above about 50%, passing the limit was not always enough; note: strong numbers were not always called active
Target sequence (P63279 whole entry, looked up): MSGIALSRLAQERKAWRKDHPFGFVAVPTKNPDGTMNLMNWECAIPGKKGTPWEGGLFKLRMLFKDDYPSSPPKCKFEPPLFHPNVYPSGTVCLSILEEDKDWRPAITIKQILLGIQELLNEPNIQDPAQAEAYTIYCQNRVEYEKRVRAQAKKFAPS
IMP-1 inh = inhibitors of Pseudomonas aeruginosa IMP-1 metallo-beta-lactamase; inhibition, % at 5.6 µM; 290,000 tested, 0.45% active; AID 1556; purified IMP-1, nitrocefin hydrolysis, epi-absorbance fluorescence;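 active = inhibition above the mean plus 3 SD of all compounds in the same screening run, cut at about 4.5% in these data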;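 note: 0% = IMP-1 with DMSO and 100% = DMSO wells lacking enzyme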
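System: purified IMP-1 / Input: IMP-1 dispensed at 0.2 nM / Medium: 50 mM HEPES pH 7.1, 50 µM ZnSO4, 0.05% Brij 35 / Timing: 15 min enzyme–compound preincubation, then 25 min nitrocefin reaction, 25 °C / Technique: plate fluorescence quenching by hydrolysis product, ex 480/em 530 nm / Repeats: singlicate testing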
pCIP destab = compounds decreasing mouse p/CIP protein stability. Q05BA5. F442A p/CIP-EGFP cells, EGFP fluorescence, 16 h. decrease of EGFP signal, % at 10 µM. 290,000 tested, 0.01% active;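 active = EGFP signal decrease of at least 30% at 10 µM or well 3 SD below plate mean, unless failing retest; inactive = the rest, including hits failing retest or dose response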; note: some compounds called inactive have numbers as strong as hits; many of its hits are not listed in these tables
PHOSPHO1 inh = PHOSPHO1 (human) inhibition | inhibition, % at 13.3 µM | Q8TCT1 | 290,000 tested, 1.1% active | recombinant PHOSPHO1, absorbance phosphatase assay; in the data active = inhibition above about 60%
Target sequence (Q8TCT1 whole entry, looked up): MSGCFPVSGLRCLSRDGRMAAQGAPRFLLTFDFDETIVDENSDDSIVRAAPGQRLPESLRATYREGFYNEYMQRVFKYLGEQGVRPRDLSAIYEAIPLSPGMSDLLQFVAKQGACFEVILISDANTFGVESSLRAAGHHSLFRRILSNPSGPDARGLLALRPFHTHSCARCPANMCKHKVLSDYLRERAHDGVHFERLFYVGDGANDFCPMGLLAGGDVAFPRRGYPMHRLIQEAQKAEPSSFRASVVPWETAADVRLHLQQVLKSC
FID counter = counter-screen for HCV NS3 helicase inhibitors: DNA intercalator displacement; DNA fluorescent intercalator displacement, fluorescence; inhibition, % at 7.9 µM; 290,000 tested, 0.17% active; in the data active = inhibition above about 37%;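 note: 0% = vehicle and 100% = reference compound; higher means more ethidium bromide displaced from hairpin DNA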
Numbers without * were called inactive; . = not tested or not shown.

SMILES	VIM-2 inh	MEKK3 PB1 HTS	IDE cell activ	HCV NS3 hel inh	SUMO HTRF inh	IMP-1 inh	pCIP destab	PHOSPHO1 inh	FID counter
Cc1ccc(Cn2c(=O)c3ccccc3n3c(CCC(=O)O)nnc23)cc1	-4.2	101	4	0	.	-2.5	.	.	-10
COc1ccc(NC(=O)CCN2C(=O)/C(=C/c3ccc4c(c3)OCO4)SC2=S)cc1	-1.1	99	-7	-4	5	-3.2	-12	44	0
CC1=C(C(=O)OCC2CCCO2)C(c2coc3ccc(C)cc3c2=O)C2=C(CCCC2=O)N1 (stereo unspecified)	0.9	87	-1	0	23	-0.9	8	-4	-28
CCOc1ccc(-c2ncncc2-c2ccc(OC)c(OC)c2)c(O)c1	-2.1	105	2	-15	7	-2.8	5	25	-28
CC(C)(C)c1ccc(S(=O)(=O)N2CCN(c3ccccn3)CC2)cc1	-3.4	101	1	-2	6	-3.6	3	28	-17
COc1ccc(CNC(=O)CN(C(=O)c2ccc(CN3CCOCC3)o2)C2CCCC2)cc1	-1.6	92	-2	-8	5	-3.2	0	-4	-13
O=[N+]([O-])c1cc(CN(CCO)CCO)ccc1O	-3.2	106	3	-10	7	-2.3	-1	-6	0
CC(=O)N1CCc2cc(S(=O)(=O)NC(C(=O)Nc3nc(C)cs3)C(C)C)ccc21 (stereo unspecified)	-0.2	106	-1	0	20	-2.4	-4	-1	-1
CC1CCc2c(sc(NC(=O)/C=C/c3cccs3)c2C(=O)O)C1 (stereo unspecified)	-2.2	102	-4	-20	11	-2.2	-2	.	-14
CCN(CC)c1ccc2cc(-c3nc4ccccc4n3C)c(=O)oc2c1	-2.4	97	-35	-4	17	-0.3	-115	-1	-5
CCc1ccccc1NC(=O)Cn1nnc(C(=O)NCc2cccc(OC)c2)c1N	-2.4	96	3	2	10	-2.6	4	34	-30
O=C(Oc1ccc(N(C(=O)c2ccncc2)S(=O)(=O)c2ccc(F)cc2)cc1)c1ccncc1	0.5	95	5	2	16	0.1	-4	-29	-3
O=C(COc1ccccc1Cl)N1CCN(c2ccc([N+](=O)[O-])c(N3CCCCC3)c2)CC1	-3.1	97	9	-3	9	-2.4	-14	19	0
O=C(COc1ccc(Br)cc1)NCCNC(=O)c1ccncc1	-1.8	99	-3	4	6	-1.8	-12	34	-8
COC(=O)c1ccc(CSC(=N)N)o1	-3.9	106	2	-1	-6	-2.5	3	37	9
O=C(CCSc1nc(-c2ccco2)cc(C(F)(F)F)n1)NCCc1ccccc1	-1.1	99	2	-19	-22	-2.3	1	-1	-12
CCOC(=O)c1cc(C)nc(S(C)(=O)=O)c1C#N	-2.0	93	4	-3	12	-3.1	-10	30	-3
COC(=O)CC(NC(=O)CN1CCN(c2ccc(F)cc2)CC1)c1cccc(F)c1 (stereo unspecified)	-2.1	103	2	2	10	-3.5	-9	43	-35
COc1ccc(OCCN(C)CC(=O)Nc2ccccc2SC)cc1	0.6	95	0	1	4	0.2	-11	31	-25
Cc1ccc(S(=O)(=O)N2CCN(C(=O)c3cc(=O)c4ccccc4o3)CC2)cc1	-2.2	105	-6	3	8	-1.3	-16	4	-26
Cc1cc(N(C(=O)c2ccco2)C(C(=O)NC2CCCCC2)c2ccccc2)ccc1-n1cnnn1 (stereo unspecified)	1.8	105	-3	-7	6	-1.3	0	-4	-17
CCN(/N=C/c1ccccc1)c1cc(=O)n(C)c(=O)[nH]1	-0.7	120	6	3	6	-1.0	8	-17	-2
O=C1CN(C(=O)N[C@@H](Cc2ccccc2)C(=O)N[C@H](C(=O)O)c2ccccc2)c2ccccc2N1	-1.8	96	5	-6	-9	-1.1	4	29	-48
CCc1ccccc1NC(=O)CSc1nnc([C@H](CCSC)NC(=O)OC(C)(C)C)o1	-1.4	102	6	3	18	-1.2	-8	-47	-29
c1ccc(-c2[nH]ncc2CN2CCc3ccccc3C2)cc1	-1.9	101	2	-11	-1	-3.2	-8	29	1
(further entries)
SMILES	VIM-2 inh	MEKK3 PB1 HTS	IDE cell activ	HCV NS3 hel inh	SUMO HTRF inh	IMP-1 inh	pCIP destab	PHOSPHO1 inh	FID counter
COc1ccc(CCn2c(N)cc(=O)[nH]c2=O)cc1OC	-2.8	99	4	-4	5	-1.4	0	22	-8
COC(C(=O)NC1CC1)c1ccccc1 (stereo unspecified)	-3.5	99	1	-5	21	-3.3	0	4	-2
COc1ccc([C@@H]2[C@@H]3C(=O)N(C(C)(C)C)C(=O)[C@@H]3[C@]3(Cc4ccc(Cl)cc4)C(=O)N(c4cccc(Br)c4)C(=O)N23)cc1	-1.8	101	3	-20	2	-3.1	-17	-36	-18
O=C(CSc1nnc2c(n1)[nH]c1ccccc12)NCc1ccco1	-1.6	102	5	1	6	-1.9	-10	-72	0
CC(=O)Nc1ccc(NS(=O)(=O)c2cc(Cl)sc2Cl)cc1	-1.1	97	2	5	24	-3.3	-14	20	-5
Cc1ccc(CN2CCN(CC(=O)NCc3ccccc3)CC2)cc1	-2.7	104	6	-1	1	-2.3	2	44	-3
Cc1cccc(Nc2sc(C(=O)c3cc4cc(Cl)ccc4o3)c(N)c2C#N)c1	-1.9	105	0	3	22	-1.4	-6	-98	0
Cc1cc(C)c2nc(N3CCC(C(=O)NCC4CCCO4)CC3)sc2c1 (stereo unspecified)	0.4	101	-2	-11	2	-1.3	-4	29	-38
CCCn1cnc2c(sc3nc4c(cc32)CSC(C)(C)C4)c1=O	0.4	109	-3	-3	5	-1.1	-9	12	-5
O=C(O)CC(c1ccccc1)n1cnnn1 (stereo unspecified)	-0.7	100	4	-4	16	-2.8	8	-4	-2
Cc1ccsc1/C=N/NC(=O)c1cccs1	-3.7	92	-1	2	0	-4.6	-14	6	8
Cc1ccc(N2CCN(C(=O)c3cc(C(=O)c4ccccc4C)c[nH]3)CC2)c(C)c1	-2.2	100	3	6	-23	-2.5	4	33	-2
CCOC(=O)c1ccc(NC(=O)Cn2ccc([N+](=O)[O-])n2)cc1	-3.8	103	-7	1	5	-3.7	1	8	2
CCn1nc(C)c(CNC(=O)C2CCC(=O)N(CCc3ccc(Cl)cc3)C2)c1C (stereo unspecified)	-1.6	102	5	-2	4	-1.9	5	12	-32
N#C/C(=C\c1cccs1)Sc1nc2ccccc2s1	-4.7	106	1	-2	-20	0.7	6	4	-6
CCOc1ccc(N(C)C(=O)CCc2nnc3ccc(N4CCC5(CC4)OCCO5)nn23)cc1	-1.8	102	4	4	9	-1.1	4	8	-36
COc1ccc(CN2CCN(C(=O)c3cccc4ccccc34)CC2)cc1OC	-1.8	106	2	-5	16	1.7	11	-8	-24
COc1ccc(S(=O)(=O)N2CCCCC2C(=O)O)cc1OC (stereo unspecified)	-2.5	99	3	-2	-2	-2.0	7	0	-3
CCc1nc(N2CCN(C(=O)c3ccco3)CC2)c2oc3ccccc3c2n1	33*	77	-11	-3	16	-0.8	8	13	-30
Cn1c(SCC(=O)NC(=O)c2cccc([N+](=O)[O-])c2)nnc1-c1ccc(F)cc1	-0.9	96	6	14	12	-5.4	-3	5	-1
COc1ccc(Cl)cc1C(=O)NNC(=O)c1ccncc1	-2.6	109	1	6	12	-4.2	-8	19	-2
O=C(NO)c1cc(OCC(F)(F)F)ccc1OCC(F)(F)F	12*	98	8	8	14	-2.3	-3	44	0
O=C(CSc1nccc(=O)[nH]1)Nc1ccc2c(c1)OCCO2	-2.0	100	5	2	16	-2.3	-5	-16	1
CC1CC(C)CN(S(=O)(=O)c2ccc(C(=O)N3CCN(c4ccccc4)CC3)cc2)C1 (stereo unspecified)	-0.9	107	-1	-2	-4	-3.0	14	5	1
COc1ccccc1NC(=O)CCC(=O)OCc1ccc(Cl)cc1	-1.3	94	1	3	-7	-1.0	-8	23	-14
Later entries
SMILES	VIM-2 inh	MEKK3 PB1 HTS	IDE cell activ	HCV NS3 hel inh	SUMO HTRF inh	IMP-1 inh	pCIP destab	PHOSPHO1 inh	FID counter
O=C(O)C(NC(=O)c1ccccc1)=C(Cl)Cl	23*	101	0	3	.	-3.6	.	.	-1
Cc1cc(/C=C2\SC(N)=NC2=O)c(C)n1-c1ccc(F)cc1	-4.6	97	5	14	12	-5.1	-11	37	14
COc1ccc(C(=O)N2CCC3(CC2)NCCc2[nH]cnc23)cc1	-1.4	99	7	8	.	-2.4	4	30	8
Cc1c(CN2CCc3c([nH]c4ccccc34)C2C2CCCCC2)cnn1C (stereo unspecified)	-1.7	99	2	5	2	-0.3	-7	41	1
O=C(NCCOc1ccccc1)c1ccccc1Cl	-1.1	103	6	-5	14	-2.3	-9	24	-5
O=C(COC(=O)C1(c2ccc(F)cc2)CCCC1)NCc1ccco1	-3.0	99	1	7	0	-4.3	7	4	-19
O=C(CCc1nnc2n(CCc3ccccc3)c(=O)c3ccccc3n12)NCCCN1CCCCC1	1.1	97	-1	-2	20	-2.8	-3	28	9
CCN(CC)C(=O)CN1C(=O)C2(OCC(C)(c3ccccc3)CO2)c2ccccc21 (stereo unspecified)	-1.7	105	4	-6	-5	-0.9	-23	-55	-38
C=CCOc1cccc(C2C(C(=O)c3ccco3)=C(O)C(=O)N2Cc2cccnc2)c1 (stereo unspecified)	1.0	104	-7	16	9	-2.4	-14	39	-34
COc1cc(OC)nc(N/N=C(\c2ccccc2)c2ccncc2)n1	-1.1	98	0	2	-7	-2.3	9	-6	-10
Cc1ccc(NC2CCCN(C(=O)c3cccnc3)C2)cc1C (stereo unspecified)	-1.6	100	-2	0	-17	-2.5	-3	-1	-8
CC1CCCN(CCCNC(=O)C2CCCN(c3ncnc4c3nc3n4CCCCC3)C2)C1 (stereo unspecified)	-1.4	99	7	-7	-2	-2.0	3	53	3
CCNC(=S)NC1CC2CCC(C1)N2Cc1ccccc1 (stereo unspecified)	-0.2	100	-1	2	-4	-1.1	1	26	14
COc1ccc(OC)c(S(=O)(=O)Nc2ccccc2C)c1	0.5	97	1	-4	24	-1.8	-7	-14	-6
CN(Cc1nc(Cc2ccccc2F)no1)Cc1cccc2ncccc12	-4.8	110	3	-10	4	-2.6	-7	30	-31
CCOCCn1c(=NC(=O)c2ccc(S(=O)(=O)N3CCOCC3)cc2)sc2cc(S(N)(=O)=O)ccc21	-0.8	99	6	-13	8	-1.4	-1	33	-41
CCCCCCCNC(=O)C1(CC2CC(c3ccc(Cl)cc3)=NO2)CCN(C(=O)Cc2ccc(F)cc2)CC1 (stereo unspecified)	-2.6	101	5	-10	5	-2.4	-8	-19	-21
Cc1ccc(C(=O)N/C(=C\c2ccc(C(C)C)cc2)C(=O)NCCCN2CCOCC2)cc1	-4.8	96	3	-65	6	-5.0	-16	10	25

3 entries out of the list, ordered by formula weight, ascending:
SMILES	VIM-2 inh	MEKK3 PB1 HTS	IDE cell activ	HCV NS3 hel inh	SUMO HTRF inh	IMP-1 inh	pCIP destab	PHOSPHO1 inh	FID counter
CCNC(=S)NC1CC2CCC(C1)N2Cc1ccccc1 (stereo unspecified)	-0.2	100	-1	2	-4	-1.1	1	26	14
CN(Cc1nc(Cc2ccccc2F)no1)Cc1cccc2ncccc12	-4.8	110	3	-10	4	-2.6	-7	30	-31
C=CCOc1cccc(C2C(C(=O)c3ccco3)=C(O)C(=O)N2Cc2cccnc2)c1 (stereo unspecified)	1.0	104	-7	16	9	-2.4	-14	39	-34

Some of the compounds tested, so the mix of outcomes need not match the whole.
